Screening results (PubChem BioAssay)
CHO parental Ca – counter-screen: ATP calcium response change in parental CHO cells; parental CHO-K1, ATP-induced calcium, Fluo-8 fluorescence; inhibition, % at 5.6 µM; 330,000 tested, 0.63% active;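 active = inhibition above that plate's mean sample inhibition plus 3 SD, cut at about 26% in these data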;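 also: 0% = ATP-challenged DMSO wells and 100% = DMSO wells without ATP; some compounds past the cut are filed as inactive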
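material = parental CHO cells | also added = ATP as calcium-mobilizing challenge | dosing = single point at 5.6 µM | detection = intracellular calcium via Fluo-8 no-wash fluorescent dye | read-out = % inhibition | benchmarks = low control ATP plus DMSO, high control DMSO only | repeats = one well per compound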
An asterisk follows results filed as active. An excerpt; rates above refer to the full screens.

SMILES	CHO parental Ca
OC[C@H]1O[C@@H](Oc2cc(O)cc(/C=C/c3ccc(O)cc3)c2)[C@H](O)[C@@H](O)[C@@H]1O	-2
COC(=O)c1ccccc1OCCCOc1ccc(C)cc1OC	-30
Cc1cccc(C(=O)O/N=C/c2c(N3CCOCC3)n(C)c3ccccc23)c1	-12
C(=C1/CCCC2=C1Nc1ncnn1C2c1ccccc1)/c1ccccc1 (configuration not stated)	17
CCc1cc2c(=O)c(-c3ccc(F)cc3)c(C(F)(F)F)oc2cc1OCC(=O)O	-13
CCCc1nc2sc3ccccc3c(=O)c2c(=O)n1CCOC	-5
O=C(/C=C/c1ccc2c(c1)OCO2)Nc1nc(-c2ccc(F)cc2)cs1	-23
COC/C=C/C1=CC2=CC(=O)C(C)(OC(=O)c3ccco3)C(=O)C2=CO1 (configuration not stated)	-4
COc1ccccc1C(=O)NCC(=O)NNc1ncnc(N)c1[N+](=O)[O-]	0
Cc1nc(NC(=O)c2ccccc2)sc1-c1csc(Nc2ccc(Cl)cc2Cl)n1	-11
Oc1c(Cl)cc(Cl)cc1C=Nc1ccccc1N1CCCC1	-12
CC(C)CNC(=O)c1ccc(Cl)c(N)c1	-9
CCOC(=O)c1ccc(N2C(=O)CC(NC3CCN(C(=O)c4cccc(Cl)c4)CC3)C2=O)cc1 (configuration not stated)	-11
CCOC(=O)N1CCN(C(=O)CSc2nnc(-c3ccc(Cl)s3)o2)CC1	-11
COc1ccc(CCC(=O)Nc2nc(-c3ccncc3)cs2)cc1	-5
CC1(OC(=O)c2ccc(Cl)nc2)C(=O)C=C2C=C(C3CC3)OC=C2C1=O (configuration not stated)	-10
Nc1nc(N)c2nc(CNc3ccc(C(=O)NC(CCC(=O)O)C(=O)O)cc3)cnc2n1 (configuration not stated)	-5
Cc1ccc(OCC(=O)n2cnnc2N)c(C)c1	2
Cn1c(C(=O)N2CCCc3ccccc32)cc2c(=O)n3ccccc3nc21	-11
CCOC(=O)C1CCN(Cc2ccccn2)CC1	-7
O=C(Nc1cc(=O)[nH]c2nc(-c3ccc(Cl)cc3)nn12)c1ccccc1	1
COC(=O)C1=C(C)N(CCc2cc(OC)c(OC)c(OC)c2)C(=O)N[C@H]1c1ccc(Br)cc1	-30
C/C=C/C=C/C(=O)Nc1cccc(C2=NOC3(C2)C[C@H](C(N)=O)N(C(=O)CC(c2ccccc2)c2ccccc2)C3)c1 (some centres not stated)	-18
Cc1cccc(NC(=O)c2ccccc2OCC(=O)N2CCCC2)c1C	-14
O=C(CN1C(=O)COc2ccc(S(=O)(=O)N3CCCC3)cc21)NC1CCCCCCC1	-12
CCOC(=O)N1C2=NC(C(=O)OC)=C(C(=O)OC)[C@@H]3N(Cc4ccccc4)c4ccccc4[C@]23C[C@H]1C(=O)OC	-25
Cc1ccc2c(c1)-n1c(nc3ccc(C)cc3c1=O)C(Cc1ccccc1)NC2=O (configuration not stated)	-18
O=C(CSc1ccccn1)Nc1ccc2ccccc2c1	-12
COc1cc(/C=N/Nc2nc(N3CCCCC3)nc(N3CCCCC3)n2)ccc1OC(=O)c1ccco1	-9
Cc1cc(Nc2ccc(O)cc2)ccc1N	-6
Cc1cc(C)nc(-n2nc(C)cc2NC(=O)c2cccc(S(=O)(=O)N(C)C)c2)n1	7
CCCCN(CC)S(=O)(=O)c1ccc(C(=O)Nc2nnc(-c3cccs3)o2)cc1	-8
CC(=O)c1ccc(NC(=S)N2C(C)CCCC2C)cc1 (configuration not stated)	5
Nc1c(C(=O)N/N=C/c2ccc([N+](=O)[O-])cc2)sc2nnc(-c3ccccc3)c(-c3ccccc3)c12	-7
O=C1CCCCC1C(O)c1ccc(Cl)cc1 (configuration not stated)	-12
Cc1ccccc1CSc1nc2c(c(=O)[nH]1)CCCC2	-13
O=C(NNC(=O)C1C2CCC(C2)C1C(=O)O)c1ccc(Br)o1 (configuration not stated)	-10
CCCCN(C(=O)c1cc(=O)[nH]c2ccccc12)c1c(N)n(CCC)c(=O)[nH]c1=O	-8
CCN1CCN(c2ccc(NC(=O)c3cnccn3)cc2)CC1	-3
Cc1n[nH]c(C)c1S(=O)(=O)N1CCCC(C(=O)Nc2ccc3c(c2)OCCO3)C1 (configuration not stated)	-5
NS(=O)(=O)c1ccc(CNC(=O)/C=C/c2c(Cl)cccc2Cl)cc1	-7
[O-][n+]1c2c(nc3c1-c1ccccc1C3O)CCCC2 (configuration not stated)	-4
C/C(=C\c1ccccc1)C1Nc2cccc3cccc(c23)N1	-18
CCOC(=O)c1ccc2c(c1)C1C=CCC1C(C(=O)O)N2 (configuration not stated)	6
CCO[C@@H]1OC(C(=O)N2CCN(C)CC2)=C[C@H](C(C)(C)C)[C@H]1CCCO	-14
Cc1ccc(-n2c(SCC3CNC(=O)O3)nnc2-c2ccccc2)cc1C (configuration not stated)	-12
Cc1cccc(CCN2CCC(C(=O)c3ccc(NS(C)(=O)=O)cc3)CC2)n1	-3
Cc1cc(C)c2nc(C)cc(Nc3ccc(C(=O)N(C)C)cc3)c2c1	-8
O=C(N/N=C/c1sc(N2CCOCC2)nc1-c1ccccc1)c1ccccc1F	-2
Clc1ccccc1CSc1nncn1-c1cccnc1	-9

Some of these compounds in order of number of heavy atoms, smallest number first:
SMILES	CHO parental Ca
NS(=O)(=O)c1ccc(CNC(=O)/C=C/c2c(Cl)cccc2Cl)cc1	-7
CCO[C@@H]1OC(C(=O)N2CCN(C)CC2)=C[C@H](C(C)(C)C)[C@H]1CCCO	-14
O=C(N/N=C/c1sc(N2CCOCC2)nc1-c1ccccc1)c1ccccc1F	-2

Next part
SMILES	CHO parental Ca
N#Cc1cc([N+](=O)[O-])ccc1NC(=O)COC(=O)CC1CCCC1	5
Cc1ccc(CNC(=O)c2cn(C3CCCC3)c(=O)c3c2c2ccccc2n3C)o1	-12
CCCOc1ccc(N2C(=O)CC(N3CCC(c4nc5ccccc5o4)CC3)C2=O)cc1 (configuration not stated)	12
COc1ccccc1N=C1SC(C)CN1C(=O)C1CCC1 (configuration not stated)	-20
CCCCc1ccc(/C=C2\C(=O)c3ccccc3C(O)=C2C(=O)OCC)cc1	-3
Cc1cccc(-n2ncc3c(N4CCc5ccccc54)ncnc32)c1	3
CC(=O)Nc1ccc(S(=O)(=O)NCC2CCC(C(=O)NC(C)c3ccc4c(c3)OCCO4)CC2)cc1 (configuration not stated)	1
Cc1sc2ncnc(Sc3nc4ccccc4s3)c2c1C	-25
COc1ccc(NCc2ccc(OC)c(OC)c2)cc1	-17
CC(C)C(=O)c1cc2c(cc1NC(=O)Nc1cccc3ccccc13)OCCO2	-6
Cc1nc(NC(=O)c2ccccc2)sc1-c1csc(Nc2ccc(Cl)cc2)n1	19
CN(CC(=O)NC(=O)NCc1ccco1)CC(=O)Nc1ccccc1Cl	2
COc1ccc(CNS(=O)(=O)c2ccccc2Br)cc1	-11
COc1ccc(-c2nn(-c3ccccc3)cc2/C=N/NC(=O)c2ccc3c(c2)OCO3)cc1	3
CC1CCN(CCC(=O)Nc2ccc3c(c2)OCCO3)CC1	2
Cc1ccc(-c2csc(=S)n2CC(=O)OCC(=O)NCc2ccc(F)cc2)cc1	2
CCOC(=O)C(C)(C)N(Cc1ccc(Cl)cc1)S(=O)(=O)c1ccc(Cl)c([N+](=O)[O-])c1	-10
C[C@@H]1O[C@@H](OC2C(O)C(OCCc3ccc(O)c(O)c3)OC(CO)C2OC(=O)/C=C/c2ccc(O)c(O)c2)[C@H](O)[C@H](O)[C@H]1O (some centres not stated)	-8
CCOCCn1c(=NC(=O)c2cc(Cl)sc2Cl)sc2cc(S(N)(=O)=O)ccc21	0
Cc1ccc(C2=NCN(c3ccc(C(=O)O)cc3)C(=S)N2)cc1	-8
CCN1CCN(Cc2c(C(=O)N/N=C(\C)c3ccc(Cl)c(Cl)c3)nnn2-c2nonc2N)CC1	9
O=C(Nc1cccc(F)c1)c1c(O)c2cccc3c2n(c1=O)CCC3	-3
CC(C)CCN(C(=O)COc1ccc(C#N)cc1)c1c(N)n(Cc2ccccc2)c(=O)[nH]c1=O	-15
O=C(NC(=O)c1ccc(Cl)cc1)Nc1ccc(-c2cnco2)cc1	-3
CC(C)=CCc1cc2c(=O)c3c(O)c4c(cc3oc2c(O)c1O)OC(C)C4(C)C (configuration not stated)	21
C#CCOCCOCCOCCNc1nc(N2CCN(C(=O)[C@H](Cc3ccc(O)cc3)n3cc([C@@H](N)CC(C)C)nn3)CC2)nc(N2CCN(C(=O)[C@H](Cc3ccc(O)cc3)n3cc([C@@H](N)CC(C)C)nn3)CC2)n1	4
COc1ccc(CCNC(=O)CSc2ccc(-c3ccccc3)nn2)cc1	-6
O=C(/C=C/c1ccccc1)NC1CC2CCCC(C1)N2Cc1ccccc1 (configuration not stated)	2
CC1=C(C(=O)OCc2ccccc2)C(c2ccc(Cl)cc2Cl)NC(=O)N1CCCCCC(=O)O (configuration not stated)	-18
C/C=C/C(O)c1ccc2ccccc2c1 (configuration not stated)	-14
COc1ccccc1NC(=O)C1C2C=CC(O2)C1C(=O)O (configuration not stated)	9
Nc1ccc(O)c(C(=O)O)c1	-10
Cc1ccccc1C([O-])=Nc1ccc[n+](-c2nc3ccccc3nc2NS(=O)(=O)c2ccccc2)c1	-28
CCN(CC)S(=O)(=O)c1ccc(OC)c(NC(=S)Nc2cccc(C)c2)c1	-7
Cc1nc2ccccn2c1/C(O)=C1\C(=O)C(=O)N(CCCN(C)C)C1c1ccc(F)cc1 (configuration not stated)	0
COc1ccc(CN2C(=O)C(Cc3ccccc3)Nc3ncnc(N4CCc5ccccc5C4)c32)cc1 (configuration not stated)	-23
Cc1nc(C(=O)NC2CCCCC2)sc1C1(C)CC(c2cccnc2)=NO1 (configuration not stated)	-8
C#CCOCCOCCOCCNc1nc(N2CCN(C(=O)[C@H]([C@@H](C)CC)n3cc([C@@H](N)CO)nn3)CC2)nc(N2CCN(C(=O)[C@H](Cc3cc4ccccc4[nH]3)n3cc([C@@H](N)Cc4ccc(O)cc4)nn3)CC2)n1	-7
COc1cc(/C=C(\C#N)C(=O)Nc2cccc3ncccc23)ccc1O	-8
O=C(CCC(=O)N(CC(=O)NC1CCCCC1)c1ccc2c(c1)OCCO2)Nc1ccccn1	-15
O=C(COC(=O)/C=C/c1ccc(Br)o1)Nc1ccccc1F	2
O=C(O)C1C2CCC(O2)C1C(=O)Nc1cccc(F)c1 (configuration not stated)	4
CCN1C(=NCc2cc(OC)c(OC)c(OC)c2)N[C@@H](c2ccccc2)[C@H](C(=O)OC)[C@H]1C	-13
CSc1nc(C)cc(-c2cc(C(=O)Nc3ccccc3)on2)n1	-12
CC1Oc2cc3oc4c(O)c5c(cc4c(=O)c3c(O)c2C1(C)C)C=CC(C)(C)O5 (configuration not stated)	-8
Cc1cc(C)n2nc(SCc3nnc(-c4ccc(F)cc4)o3)nc2n1	-3
CC(C)OC(=O)c1c2nc3ccccc3nc2n2c1[nH]c(=O)c1ccccc12	-12
C#CCOCCOCCOCCNc1nc(N2CCN(C(=O)[C@H]([C@@H](C)CC)n3cc([C@@H](N)Cc4ccc(O)cc4)nn3)CC2)nc(N2CCN(C(=O)[C@H](CCCCN)n3cc([C@@H](N)CO)nn3)CC2)n1	-4
c1ccc(-c2nc(Sc3ncnc4c3cnn4-c3ccccc3)n[nH]2)cc1	-9
CC1(C)CC(=O)C=C(Nc2ccc3c(c2)CCC3)C1	-12

As a short view, 7 of the compounds above:
SMILES	CHO parental Ca
OC[C@H]1O[C@@H](Oc2cc(O)cc(/C=C/c3ccc(O)cc3)c2)[C@H](O)[C@@H](O)[C@@H]1O	-2
COC(=O)c1ccccc1OCCCOc1ccc(C)cc1OC	-30
Cc1cccc(C(=O)O/N=C/c2c(N3CCOCC3)n(C)c3ccccc23)c1	-12
C(=C1/CCCC2=C1Nc1ncnn1C2c1ccccc1)/c1ccccc1 (configuration not stated)	17
CCc1cc2c(=O)c(-c3ccc(F)cc3)c(C(F)(F)F)oc2cc1OCC(=O)O	-13
CCCc1nc2sc3ccccc3c(=O)c2c(=O)n1CCOC	-5
O=C(/C=C/c1ccc2c(c1)OCO2)Nc1nc(-c2ccc(F)cc2)cs1	-23

Additional results
SMILES	CHO parental Ca
Cc1ccc(Cl)c(NC(=O)CN2CCN(C=O)CC2)c1	8
C[C@H]1CC[C@H]2C(=O)N[C@H](Cc3ccccc3)C(=O)N2[C@@H]1c1ccccc1	-12
CCS(=O)(=O)NCc1ccc2[nH]c3c(c2c1)CCCC3	-9
CSc1ccc(S(=O)(=O)Nc2cccc(F)c2)cc1	-16
NC(=O)C(CC(=O)O)NC(=O)[C@@H]1CCOc2c(I)cc([N+](=O)[O-])cc2C(=O)N[C@@H](CCC(=O)O)C(=O)N[C@@H](CO)C(=O)N1 (some centres not stated)	-4
COc1ccc(CCNC(=O)CSc2nnc(-c3ccco3)c(-c3ccco3)n2)cc1OC	-15
Cn1c(=O)c2[nH]c(N/N=C(/C#N)C(N)=O)nc2n(C)c1=O	-7
Cc1cnc(SCCc2ccncc2)nc1C	-6
